# Source: PubChem (several laboratories)
# PRMT1 FP inh: blocks human protein arginine methyltransferase 1; Q99873; recombinant PRMT1, activity-based probe fluorescence polarization; inhibition, % at 2.79 µM; 1.3% of 370,000 active;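 active = inhibition above about 21% made by adding two undisclosed values, limit read from the data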
# ABHD4 inh: inhibits mouse alpha/beta hydrolase domain 4 | Q8VD66 | purified mABHD4, FP-Rh probe fluorescence polarization | inhibition, % at 8.92 µM | 0.54% of 370,000 active | AID 720543;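 active = inhibition exceeding the mean over every tested compound plus 3 SD, cut at about 30% in these data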;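 also: 0% = plate median of compound wells and 100% = S159A mutant with DMSO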
#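 Test system: mABHD4 protein; Read-out basis: % inhibition; Incubation: 45 min + 60 min at 25 °C; Repeats: single replicate; Technique: fluorescence polarization with parallel and perpendicular emission, 525/598 nm; Compound: 8.92 µM, single dose; Benchmarks: full inhibition S159A mutant plus DMSO, zero as sample-well median.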
# TCR-CD3 inh: blocks the human TCR-CD3 interaction. 0.37% of 360,000 active. AID 651800. inhibition, % at 9.4 µM. TAMRA-labeled TCR probe fluorescence, biochemical; in the data active = inhibition above about 19%;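 also: recombinant mutant TCR 2C K166C tagged with TAMRA read by polarization; 0% = receptor in buffer alone and 100% = receptor with positive control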
# rCAG RNA binder: r(CAG) repeat RNA binding. 1.3% of 370,000 active. TO-PRO-1 dye displacement fluorescence. inhibition, % at 3 µM;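 active = inhibition above the plate cutoff, the mean of all test compounds on that plate plus 3 SD, cut at about 35% in these data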;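 also: 0% = DMSO alone and 100% = 100 µM mitoxantrone as full dye displacement; higher means more dye released from RNA so lower well fluorescence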
# SIAE inh: human SIAE inhibition, primary screen | Q9HAT2 | SIAE FP-Rh probe binding, fluorescence polarization | inhibition, % at 9.66 µM | 0.69% of 370,000 active;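 active = inhibition above a cutoff: mean of compounds within the control limits plus 3 SD of those, cut at about 17% in these data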;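 also: 0% = plate median of compound wells and 100% = probe without SIAE protein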
# MBD2 inh: MBD2-methylated oligo binding inhibition. Q9UBB5. TR-FRET, MBD2 binding to methylated oligonucleotide. inhibition, % at 4.4 µM. 0.31% of 370,000 active. AID 686964; in the data active = inhibition above about 13%
# HTRA1 inh: blocks human HTRA1 serine peptidase; Q92743; recombinant HTRA1, FP-rhodamine activity-based probe, fluorescence polarization; inhibition, % at 5.96 µM; 0.5% of 340,000 active; in the data active = inhibition above about 36%;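 also: 0% = enzyme with DMSO and 100% = wells lacking enzyme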
# Target sequence (Q92743 whole entry, looked up): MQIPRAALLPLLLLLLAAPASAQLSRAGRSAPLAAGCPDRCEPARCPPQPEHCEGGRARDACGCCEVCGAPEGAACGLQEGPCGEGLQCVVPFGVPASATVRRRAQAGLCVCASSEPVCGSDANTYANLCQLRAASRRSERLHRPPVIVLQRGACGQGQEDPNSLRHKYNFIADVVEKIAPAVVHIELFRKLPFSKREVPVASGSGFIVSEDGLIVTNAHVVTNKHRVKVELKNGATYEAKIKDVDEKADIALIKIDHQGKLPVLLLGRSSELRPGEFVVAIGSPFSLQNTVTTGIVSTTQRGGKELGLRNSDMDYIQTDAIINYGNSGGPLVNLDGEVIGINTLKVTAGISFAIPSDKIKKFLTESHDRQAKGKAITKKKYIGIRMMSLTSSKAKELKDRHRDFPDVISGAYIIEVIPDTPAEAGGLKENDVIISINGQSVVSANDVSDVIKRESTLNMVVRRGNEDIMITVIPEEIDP
# LEDGF integ inh: blocks HIV-1 LEDGF/p75-dependent DNA integration; TR-FRET IN-LEDGF/p75 DNA integration, Eu/Cy5; inhibition, % at 3.7 µM; 0.64% of 370,000 active; AID 743269;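 active = inhibition above the screen-wide mean plus 3 SD, cut at about 13% in these data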;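 also: signal is the Cy5 over europium emission ratio at 671 and 618 nm; 0% = plate median of compound wells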
# NPR2 activator: GC-B (human) receptor activation; activation, % at 10 µM; P20594; HEK293-GC-B cells, CNP EC30, cGMP TR-FRET; 0% at EC30 CNP, 100% saturating CNP; 0.11% of 370,000 active;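 active = activation at 10 µM reaching about 35% in either raw or pattern-adjusted values, limit read from the data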
# TDP2 inh: blocks human TDP2 phosphodiesterase activity | 0.34% of 370,000 active | O95551 | recombinant TDP2, T5PNP hydrolysis, p-nitrophenol absorbance 415 nm | inhibition, % at 12.8 µM;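 active = inhibition above the mean of all tested compounds plus 3 SD, set per campaign, cut at about 25% in these data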;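 also: 0% = DMSO with enzyme and 100% = buffer with substrate but no TDP2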
# Target sequence (O95551 whole entry, looked up): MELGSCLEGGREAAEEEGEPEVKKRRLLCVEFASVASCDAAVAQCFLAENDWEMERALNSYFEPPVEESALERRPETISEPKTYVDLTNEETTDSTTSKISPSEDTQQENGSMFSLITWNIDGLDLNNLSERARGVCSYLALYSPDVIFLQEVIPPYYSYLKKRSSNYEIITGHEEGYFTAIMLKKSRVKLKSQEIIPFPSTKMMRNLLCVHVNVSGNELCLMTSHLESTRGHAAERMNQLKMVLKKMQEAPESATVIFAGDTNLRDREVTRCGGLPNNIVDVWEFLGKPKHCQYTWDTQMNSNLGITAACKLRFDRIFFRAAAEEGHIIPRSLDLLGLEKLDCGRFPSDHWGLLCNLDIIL
#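 Assay system: recombinant human TDP2 / Reagent: T5PNP substrate at 5 mM, a TopII-DNA adduct mimic / Measured by: epi absorbance from released p-nitrophenol / Evaluation: % inhibition relative to enzyme-containing and enzyme-free wells / Control set: enzyme-free and DMSO wells / Replicates: each compound tested once, singlicate / Schedule: enzyme reaction with compound for 2 h at 37 °C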
# An asterisk follows results filed as active; x = no result given. The list is partial; the hit share may differ from the screen's.
item	SMILES	PRMT1 FP inh	ABHD4 inh	TCR-CD3 inh	rCAG RNA binder	SIAE inh	MBD2 inh	HTRA1 inh	LEDGF integ inh	NPR2 activator	TDP2 inh
1	Cn1c(=O)oc2cc(S(=O)(=O)NCCC(=O)N3CCN(c4ccccc4F)CC3)ccc21	-1	5	4	7	-4	-4	0	-1	3	-6
2	COC(=O)c1c(-c2ccc(F)cc2)noc1N	4	4	-5	-4	-3	1	3	-4	4	-1
3	Cc1ccccc1Cn1c(NC2CCCC2)nc2c1c(=O)[nH]c(=O)n2C	-4	2	0	-7	2	0	3	-2	23	12
4	Cc1ccc2c(c1)c1c(n2CC(O)CNC(CO)(CO)CO)CCCC1 (stereo not given)	0	4	10	0	4	2	4	1	2	10
5	COc1ccc(C(=O)OCC(=O)Nc2ccc(F)c(F)c2F)cc1OC	-1	8	-2	3	-3	-2	-4	0	-5	3
6	O/N=C(\Cc1cscn1)c1ccc(O)cc1O	-1	1	-2	4	15	-2	8	2	-10	-10
7	O=C(Nc1ccc(Cl)cc1)OCCN1CCOCC1	-1	1	-5	-1	-3	0	7	-3	-2	-7
8	Cn1cc(Br)c(-c2cccc(NC(=O)CCC(=O)O)c2)n1	2	0	-1	2	0	4	1	-1	1	15
9	O=c1[nH]c(CSc2nnc(-c3ccccc3)n2-c2ccccc2)nc2ccccc12	0	9	5	-6	-6	0	-1	2	-14	-7
10	CN(C)c1nc(N)nc(CSc2nnnn2C)n1	1	1	2	0	0	-5	7	-4	0	-4
11	COc1ccc(C(C)(NC(C)=O)c2nc(-c3cc(F)cc(F)c3)cs2)cc1 (stereo not given)	-1	-8	-2	-1	-5	0	x	0	-9	2
12	COc1ccc(S(=O)(=O)N2CCC3(CC2)OCCN3S(=O)(=O)c2ccc(OC)cc2)cc1	-5	2	4	2	-8	3	-15	3	-1	-10
13	COCCNC(=O)CN(C(=O)Cn1nnc2ccccc21)c1ccc(C)cc1	1	0	0	-3	-4	2	3	-2	-1	5
14	COc1cc(OC)cc(C(=O)NC(C(=O)NCc2ccccn2)C(C)C)c1 (stereo not given)	2	1	-8	-1	3	-3	-2	-2	-4	2
15	Cc1ccc(C)c(N2CCN(C(=O)CCn3c(=S)[nH]c4cc5c(cc4c3=O)OCO5)CC2)c1	-6	5	-6	4	0	-2	7	1	-7	13
16	C[C@@H](NC(=O)Cn1cnc2c(OCc3ccccc3)ncnc21)c1cccc2ccccc12	-4	-7	3	4	-8	-2	-8	-3	-1	0
17	CC1CCN(C(=S)NC(=O)c2cccc([N+](=O)[O-])c2)CC1	0	0	-6	1	14	2	6	3	9	1
18	Cc1ccc(OCc2ccc(C#N)cc2)c(C(=O)c2cc(C#N)c(=O)n(C3CC3)c2)c1	-3	-3	8	1	-3	9	-21	-3	8	1
19	Cc1noc(C)c1COC(=O)Cc1ccc(Br)cc1	-3	4	3	-8	0	-3	-16	0	-7	2
20	O=C(NNC(=S)NCc1ccco1)c1ccc(S(=O)(=O)N2CCOCC2)cc1	5	-4	-7	15	2	1	3	-3	3	-5
21	Cc1ccc2nc(NC(=O)/C=C/c3ccc4c(c3)OCO4)sc2c1	2	3	-1	1	-3	-2	-5	-1	0	9
22	CCN(CC)C(=O)C1=C(C)N(CCCN2CCCC2=O)C(=O)C(CC(=O)NC(c2ccccc2)c2ccccc2)C1 (stereo not given)	-2	6	6	0	-4	-4	2	-1	2	0
23	Cc1cccc(NC(=O)CC2S/C(=N/c3nccs3)N(C)C2=O)c1 (stereo not given)	1	-8	7	0	-2	-2	1	0	-9	-2
24	COCC(=O)N1CCC(Oc2ccc(C(=O)N(C)Cc3nccs3)cc2)CC1	-3	6	9	-4	-2	-7	-2	0	4	19
25	CC(C(=O)Nc1ccc(Cl)cc1)c1ncc(C(F)(F)F)cc1Cl (stereo not given)	-3	-2	6	-2	-6	-4	-9	0	-1	-9
26	Cc1ccc(C)c(Cn2c(=O)n(CCC(=O)NCc3ccco3)c(=O)c3sccc32)c1	4	0	0	0	-12	-2	-5	-1	1	-8
27	O=C(C[C@H]1C/C=C\C[C@@H](Cc2ccc(F)cc2)C(=O)O[C@H](c2ccccc2)CNC1=O)N[C@@H](CO)Cc1ccccc1	-1	-4	-4	0	5	-5	-3	1	4	-5
28	CCN(CC)CCCC(C)NC(=O)c1ccc(C(F)(F)F)cc1 (stereo not given)	-5	5	4	-3	2	-8	0	4	-8	0
29	Cc1c(C(=O)NCc2ccc(F)cc2)sc(=O)n1Cc1ccc(Cl)c(Cl)c1	4	-16	-3	0	-11	0	x	-5	1	1
30	CCCOC(=O)N[C@@H]1C(=O)N2C(C(=O)OCCC)=C(C)CS[C@H]12	1	5	6	-7	-5	-7	-3	-2	-2	-8
31	Cc1cccc(Nc2ccc([N+](=O)[O-])cc2C(=O)O)c1	0	-2	-11	19	8	5	-3	8	-5	-20
32	COc1cccc(C(=O)N2CCN(Cc3cc(Br)ccc3OC)CC2)c1	6	-1	-7	-2	-3	9	-11	0	4	2
33	COC(=O)c1ccsc1NC(=O)CN1CCN(Cc2ccc3c(c2)OCO3)CC1	0	-5	5	13	0	4	0	0	-14	0
34	CC(C)c1ccc(NC2CCCN(C(=O)c3cnsn3)C2)cc1 (stereo not given)	-3	5	5	-6	5	-3	2	-2	0	1
35	CCC(CC)C(=O)c1c[nH]c(C(=O)NCc2ccco2)c1	2	1	2	-3	0	0	1	1	3	4
36	COc1cc2c(O)cc(C(=O)O)c(-c3cc(OC)c(OC)c(OC)c3)c2cc1OC	0	8	-6	6	2	2	11	-1	-5	5
37	CN1CCc2c(sc3c2C(=O)NC(/C=C/c2ccco2)N3)C1 (stereo not given)	4	3	8	4	12	-4	5	0	-3	10
38	O=C(N/N=C/c1cccnc1)c1cccc(NC(=O)c2ccccc2Cl)c1	0	-5	13	1	-6	0	-12	-1	2	17
39	Cc1ccc(C)c(NC(=O)CSc2nnc(-c3ccco3)o2)c1	-3	-5	9	8	5	-4	5	-2	2	1
40	O=C1Nc2c(Br)cc(Br)c3cccc1c23	0	-3	-1	3	-9	1	-6	1	-2	-6

# 14 entries already listed, arranged by number of heavy atoms, ascending.
item	SMILES	PRMT1 FP inh	ABHD4 inh	TCR-CD3 inh	rCAG RNA binder	SIAE inh	MBD2 inh	HTRA1 inh	LEDGF integ inh	NPR2 activator	TDP2 inh
40	O=C1Nc2c(Br)cc(Br)c3cccc1c23	0	-3	-1	3	-9	1	-6	1	-2	-6
31	Cc1cccc(Nc2ccc([N+](=O)[O-])cc2C(=O)O)c1	0	-2	-11	19	8	5	-3	8	-5	-20
35	CCC(CC)C(=O)c1c[nH]c(C(=O)NCc2ccco2)c1	2	1	2	-3	0	0	1	1	3	4
37	CN1CCc2c(sc3c2C(=O)NC(/C=C/c2ccco2)N3)C1 (stereo not given)	4	3	8	4	12	-4	5	0	-3	10
28	CCN(CC)CCCC(C)NC(=O)c1ccc(C(F)(F)F)cc1 (stereo not given)	-5	5	4	-3	2	-8	0	4	-8	0
21	Cc1ccc2nc(NC(=O)/C=C/c3ccc4c(c3)OCO4)sc2c1	2	3	-1	1	-3	-2	-5	-1	0	9
32	COc1cccc(C(=O)N2CCN(Cc3cc(Br)ccc3OC)CC2)c1	6	-1	-7	-2	-3	9	-11	0	4	2
38	O=C(N/N=C/c1cccnc1)c1cccc(NC(=O)c2ccccc2Cl)c1	0	-5	13	1	-6	0	-12	-1	2	17
24	COCC(=O)N1CCC(Oc2ccc(C(=O)N(C)Cc3nccs3)cc2)CC1	-3	6	9	-4	-2	-7	-2	0	4	19
33	COC(=O)c1ccsc1NC(=O)CN1CCN(Cc2ccc3c(c2)OCO3)CC1	0	-5	5	13	0	4	0	0	-14	0
36	COc1cc2c(O)cc(C(=O)O)c(-c3cc(OC)c(OC)c(OC)c3)c2cc1OC	0	8	-6	6	2	2	11	-1	-5	5
26	Cc1ccc(C)c(Cn2c(=O)n(CCC(=O)NCc3ccco3)c(=O)c3sccc32)c1	4	0	0	0	-12	-2	-5	-1	1	-8
22	CCN(CC)C(=O)C1=C(C)N(CCCN2CCCC2=O)C(=O)C(CC(=O)NC(c2ccccc2)c2ccccc2)C1 (stereo not given)	-2	6	6	0	-4	-4	2	-1	2	0
27	O=C(C[C@H]1C/C=C\C[C@@H](Cc2ccc(F)cc2)C(=O)O[C@H](c2ccccc2)CNC1=O)N[C@@H](CO)Cc1ccccc1	-1	-4	-4	0	5	-5	-3	1	4	-5

# (further entries)
item	SMILES	PRMT1 FP inh	ABHD4 inh	TCR-CD3 inh	rCAG RNA binder	SIAE inh	MBD2 inh	HTRA1 inh	LEDGF integ inh	NPR2 activator	TDP2 inh
41	Cc1ccc(C(=O)NC2CCc3ccccc3C2=O)cc1 (stereo not given)	0	2	3	-3	1	2	-6	2	-3	6
42	COc1ccccc1NC(=O)CSc1nnc2ccccn12	-1	0	-4	-1	-1	-5	-1	0	-1	6
43	Cc1cc(C)n(-c2ccc(C(=O)N3CCC(CO)(Cc4ccccc4)CC3)cc2)n1	5	-1	-1	-1	3	-4	-3	-2	-2	-7
44	CN1CCN(C(=O)C2CCN(S(=O)(=O)c3ccc(F)cc3)CC2)CC1	-1	-5	-2	-5	2	-1	-18	2	0	4
45	CC[n+]1c(/C=C(\C)SC)sc2ccccc21	34*	3	1	6	0	-5	3	0	x	-8
46	Cn1c(Cn2c(=O)sc3ccccc32)nnc1SCC(=O)Nc1ccc(F)cc1	-3	1	-1	2	9	2	5	-1	2	-9
47	O=C(COc1ccc2ccccc2c1)Nc1ccncc1	-2	-12	-1	0	-12	-1	2	9	4	-12
48	Cc1ccc(NC(=O)C2(C)CCN2C(C)C)cc1C (stereo not given)	-3	-2	-4	2	2	-5	x	2	2	-5
49	CCOC(=O)C1(C)CCN1C(=O)c1cc2ccccc2s1 (stereo not given)	0	-2	-1	1	-4	-3	x	0	0	2
50	Cc1ccc(C(=O)Nc2cccnc2)cc1C	-1	-2	-2	1	-1	-2	0	-1	3	4
51	Cc1cccc(C)c1-n1nnnc1C1(C)CCC(=O)N1Cc1cccs1 (stereo not given)	-1	4	-3	-2	7	6	x	2	-5	4
52	CC(=O)c1sc2nsc(SCCN3CCCCC3)c2c1N	27*	1	-2	-2	1	1	x	-2	-2	-9
53	CC(=O)c1ccccc1OCCOc1ncnc2sccc12	-3	4	0	0	0	-3	-4	2	-3	-8
54	O=C(CCn1nnc(-c2cccs2)n1)N1CCCC1	-1	0	x	-1	-5	2	x	3	-3	8
55	COc1ccc(C(N)=O)cc1N	-1	8	3	-3	6	0	-5	2	1	-4
56	COc1ccccc1CNC(=O)CCCn1nc(C)c2c(C)n(-c3ccc(C)cc3)nc2c1=O	1	1	2	-7	1	-2	0	-1	-3	3
57	Cc1cc(C)c2nc(SCC#N)cc(C)c2c1	0	2	2	2	-4	2	-16	-1	0	7
